DNA FID counter: counter-screen for HCV NS3 helicase inhibitors: DNA intercalator displacement; DNA fluorescent intercalator displacement, fluorescence; inhibition, % at 7.9 µM; 290,000 tested, 0.17% active; AID 1845; in the data active = inhibition above about 37%;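 also: 0% = vehicle and 100% = reference compound; higher means more ethidium bromide displaced from hairpin DNA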
MEKK2 mut-MEK5: signal of MEK5 binding to mutant human MEKK2 PB1 domain; AID 1530; bead flow cytometry, Alexa488-MEK5 binding to MEKK2 mutant; percent response, % at 10 µM; 290,000 tested, 0.35% active; in the data active = percent response above about 24%, passing the limit was not always enough; also: inactives centre near 1; some results filed as inactive read as strong as hits
MEKK3 PB1 HTS: raises or lowers MEK5 binding to the human MEKK3 PB1 domain; Q99759; bead-based flow cytometry, Alexa488-MEK5 binding to MEKK3; actives lie on both sides; 0 = blocked by unlabeled MEK5, 100 = vehicle; binding response (% of control), % at 10 µM; 290,000 tested, 1.4% active;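 active = binding response more than 3 SD above or below the average of its plate-row segment, actives on both sides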;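 also: Alexa488 bead fluorescence after subtracting the streptavidin-only scavenger bead signal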
Target sequence (Q99759 whole entry, looked up, the tested form may be a part): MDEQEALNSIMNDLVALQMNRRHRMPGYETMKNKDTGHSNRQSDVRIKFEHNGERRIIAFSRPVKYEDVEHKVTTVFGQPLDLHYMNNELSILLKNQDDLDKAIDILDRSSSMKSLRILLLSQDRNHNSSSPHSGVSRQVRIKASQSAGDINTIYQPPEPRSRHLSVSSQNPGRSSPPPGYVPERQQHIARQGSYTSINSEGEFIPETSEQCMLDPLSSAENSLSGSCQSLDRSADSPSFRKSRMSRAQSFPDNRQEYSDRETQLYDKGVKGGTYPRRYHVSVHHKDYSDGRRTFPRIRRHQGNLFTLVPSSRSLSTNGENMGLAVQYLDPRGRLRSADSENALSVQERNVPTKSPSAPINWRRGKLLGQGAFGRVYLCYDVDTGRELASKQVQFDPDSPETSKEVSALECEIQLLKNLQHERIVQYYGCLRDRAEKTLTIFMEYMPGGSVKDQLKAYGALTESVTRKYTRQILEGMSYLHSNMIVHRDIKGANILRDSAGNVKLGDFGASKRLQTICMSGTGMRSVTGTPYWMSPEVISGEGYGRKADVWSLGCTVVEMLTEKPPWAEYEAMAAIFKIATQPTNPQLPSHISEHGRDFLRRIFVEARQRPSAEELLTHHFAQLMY
MEKK2wt PB1 HTS: raises or lowers MEK5 binding to wildtype human MEKK2 PB1 domain | Q9Y2U5 | bead flow cytometry, Alexa488-MEK5 binding to MEKK2 WT; actives lie on both sides | binding response (% of control), % at 10 µM | 290,000 tested, 1.1% active | AID 1531; in the data active = binding response below about 67% or above about 130%
GalR3 antag: antagonists of human GalR3. O60755. HEK293 GalR3-CNG cAMP membrane potential fluorescence; galR3 body fused to GalR1 C-terminus. inhibition, % at 3 µM. 360,000 tested, 0.44% active. AID 651719;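 active = inhibition above the screen-wide average plus 3 SD, cut at about 13% in these data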;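 also: forskolin and galanin both at EC90 stimulate the cells; cAMP rise reported by CNG channel membrane potential dye signal; 0% = forskolin plus galanin with DMSO and 100% = forskolin alone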
Target sequence (O60755 1-299 limits assumed): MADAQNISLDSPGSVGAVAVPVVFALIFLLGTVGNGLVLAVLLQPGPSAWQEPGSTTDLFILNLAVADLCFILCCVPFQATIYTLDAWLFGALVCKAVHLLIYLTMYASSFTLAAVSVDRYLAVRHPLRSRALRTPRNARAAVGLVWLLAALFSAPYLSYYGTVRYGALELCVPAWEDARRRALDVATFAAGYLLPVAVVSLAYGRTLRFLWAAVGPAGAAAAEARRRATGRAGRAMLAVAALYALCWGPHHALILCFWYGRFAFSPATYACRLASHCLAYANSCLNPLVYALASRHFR
UBC9 SUMO inh: blocks human SUMOylation mediated by UBC9; 290,000 tested, 0.36% active; HTRF SUMOylation assay, SAE1/SAE2 + UBC9, in vitro; P63279; inhibition, % at 35 µM; in the data active = inhibition above about 50%, passing the limit was not always enough; also: strong numbers were not always called active
CRFBP-R2 block: blocks CRF-induced signaling of the CRF-BP/CRF-R2 complex. HEK293 CRF-R2/CRF-BP, CRF-induced calcium fluorescence. inhibition, % at 11.8 µM. 350,000 tested, 0.59% active;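 active = inhibition of the ligand-induced calcium signal above about 50% at the single tested concentration, limit read from the data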
CRFBP-R2 agonist: CRF-BP/CRF-R2 complex agonism; 350,000 tested, 0.46% active; HEK293 CRF-R2/CRF-BP, calcium dye fluorescence (FLIPR); percent of saturating CRF peptide response; activation, % at 13.2 µM; AID 588473;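 active = activation of at least 50%, plus an integration ratio under a set limit after plate pattern correction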;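 also: plate controls were neutral control wells without compound for no effect and CRF at EC100 for full effect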
HCV NS3 hel inh: HCV NS3 helicase inhibition | inhibition, % at 10.9 µM | 290,000 tested, 0.56% active | NS3 helicase DNA unwinding, Cy5 molecular beacon fluorescence | AID 1800;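 active = inhibition above the mean of all tested compounds plus 3 SD, set per campaign, cut at about 35% in these data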;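 also: 0% = DMSO wells and 100% = thioflavine S control wells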
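assay system = NS3 helicase fragment of HCV | buffer or medium = MOPS pH 6.5, MgCl2, DTT, Tween20, BSA | timing = 60 min unwinding reaction at 25 °C after ATP addition | signal = Cy5 beacon fluorescence read at start and 1 h | read-out basis = % inhibition of unwinding | control set = low DMSO, high thioflavine S at 110 µM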
* hit, by the source's call. Only part of the results is shown; the hit share may differ from the screen's.

Screening COc1cccc(Nc2nc(NCCO)c3ccccc3n2)c1 returned DNA FID counter 19, MEKK2 mut-MEK5 14, MEKK3 PB1 HTS 99, MEKK2wt PB1 HTS 113, GalR3 antag -4, UBC9 SUMO inh -9, CRFBP-R2 block 0, CRFBP-R2 agonist -0.9 and HCV NS3 hel inh -4.
`CCn1c2ccccc2c2nnc(SCC(N)=O)nc21` gave DNA FID counter 0, MEKK2 mut-MEK5 0, MEKK3 PB1 HTS 107, MEKK2wt PB1 HTS 107, GalR3 antag -7, UBC9 SUMO inh 12, CRFBP-R2 block 15, CRFBP-R2 agonist -0.6 and HCV NS3 hel inh 1.
`CCN1CCN(C(=S)NCC2CCCO2)CC1` (centres undefined) gave DNA FID counter -1, MEKK2 mut-MEK5 2, MEKK3 PB1 HTS 103, MEKK2wt PB1 HTS 101, GalR3 antag -5, UBC9 SUMO inh 16, CRFBP-R2 block 4, CRFBP-R2 agonist 0.8 and HCV NS3 hel inh 12.
For COc1ccccc1N(CC(=O)N/N=C(\C)c1cccc(Br)c1)S(C)(=O)=O the results were DNA FID counter -7, MEKK2 mut-MEK5 1, MEKK3 PB1 HTS 100, MEKK2wt PB1 HTS 100, GalR3 antag -1, UBC9 SUMO inh 5, CRFBP-R2 block -17, CRFBP-R2 agonist 1.1 and HCV NS3 hel inh 2.
For COc1ccc(C2=NN(C(=O)c3cccs3)C(c3ccccc3OC)C2)cc1OC (centres undefined) the results were DNA FID counter -3, MEKK2 mut-MEK5 -3, MEKK3 PB1 HTS 99, MEKK2wt PB1 HTS 91, GalR3 antag 5, UBC9 SUMO inh 0, CRFBP-R2 block 10, CRFBP-R2 agonist -0.1 and HCV NS3 hel inh -9.
`CCN(CC(=O)NCc1ccc(Cl)cc1)C(=O)/C=C/c1cc(OC)c(OC)c(OC)c1` gave DNA FID counter -34, MEKK2 mut-MEK5 -3, MEKK3 PB1 HTS 101, MEKK2wt PB1 HTS 100, GalR3 antag -10, UBC9 SUMO inh 8, CRFBP-R2 block -6, CRFBP-R2 agonist -1.5 and HCV NS3 hel inh 0.
COCCNc1nc2c(c(=O)n(Cc3cccc(Cl)c3)c(=O)n2C)n1C was read as DNA FID counter -18, MEKK2 mut-MEK5 1, MEKK3 PB1 HTS 102, MEKK2wt PB1 HTS 103, GalR3 antag -4, UBC9 SUMO inh 3, CRFBP-R2 block -6, CRFBP-R2 agonist 0.5 and HCV NS3 hel inh -6.
`CN(C)c1ccc(Nc2c3c4c(cccc4n(C)c2=O)C(=O)c2ccccc2-3)cc1` gave DNA FID counter 2, MEKK2 mut-MEK5 -1, MEKK3 PB1 HTS 86, MEKK2wt PB1 HTS 93, GalR3 antag 1, UBC9 SUMO inh -2, CRFBP-R2 block -92, CRFBP-R2 agonist 4.0 and HCV NS3 hel inh -5.
C(=N\n1cnc2ccccc21)/c1cccnc1 was read as DNA FID counter -7, MEKK2 mut-MEK5 -3, MEKK3 PB1 HTS 97, MEKK2wt PB1 HTS 93, GalR3 antag -3, UBC9 SUMO inh 13, CRFBP-R2 block -5, CRFBP-R2 agonist 1.4 and HCV NS3 hel inh 1.
Cc1nnc(SCC(=O)N/N=C/c2ccc(-c3ccc(C)c(Cl)c3)o2)s1 was read as DNA FID counter -10, MEKK2 mut-MEK5 4, MEKK3 PB1 HTS 108, MEKK2wt PB1 HTS 108, GalR3 antag -6, UBC9 SUMO inh 7, CRFBP-R2 block -18, CRFBP-R2 agonist 1.9 and HCV NS3 hel inh 9.
For Cc1nnc(SCCn2c(N(C)Cc3ccccc3)nc3c2c(=O)n(C)c(=O)n3C)s1 the results were DNA FID counter -32, MEKK2 mut-MEK5 7, MEKK3 PB1 HTS 106, MEKK2wt PB1 HTS 107, GalR3 antag -3, CRFBP-R2 block 25, CRFBP-R2 agonist -4.7 and HCV NS3 hel inh 3.
`COc1cccc(C(=O)C2CCCN(C(=O)c3ccccn3)C2)c1` (centres undefined) gave DNA FID counter -12, MEKK2 mut-MEK5 0, MEKK3 PB1 HTS 100, MEKK2wt PB1 HTS 97, GalR3 antag 5, UBC9 SUMO inh 0, CRFBP-R2 block -21, CRFBP-R2 agonist 0.0 and HCV NS3 hel inh 4.
Screening COc1cc(C)ccc1OCCOc1c(Cl)cc(Cl)cc1Cl returned DNA FID counter -1, MEKK2 mut-MEK5 1, MEKK3 PB1 HTS 105, MEKK2wt PB1 HTS 101, GalR3 antag -1, UBC9 SUMO inh -3, CRFBP-R2 block 0, CRFBP-R2 agonist -0.5 and HCV NS3 hel inh 1.
`COCCC(=O)N1CCC(Oc2ccc(C(=O)NCc3ncc(C)[nH]3)cc2)CC1` gave DNA FID counter -6, MEKK2 mut-MEK5 4, MEKK3 PB1 HTS 105, MEKK2wt PB1 HTS 109, GalR3 antag -4, UBC9 SUMO inh -2, CRFBP-R2 block 3, CRFBP-R2 agonist -0.4 and HCV NS3 hel inh 5.
O=C(O)CC/C(=N\Nc1ccc(Cl)cc1)c1cccs1 was read as DNA FID counter -17, MEKK2 mut-MEK5 3, MEKK3 PB1 HTS 104, MEKK2wt PB1 HTS 102, GalR3 antag -12, UBC9 SUMO inh -7, CRFBP-R2 block 3, CRFBP-R2 agonist -0.1 and HCV NS3 hel inh 0.
`CC(C)n1c(CN2CCN(C(=O)c3ccco3)CC2)nc2c1c(=O)n(C)c(=O)n2C` gave DNA FID counter -36, MEKK2 mut-MEK5 10, MEKK3 PB1 HTS 107, MEKK2wt PB1 HTS 112, GalR3 antag 0, UBC9 SUMO inh 4, CRFBP-R2 block -14, CRFBP-R2 agonist 0.0 and HCV NS3 hel inh 5.
For CCOc1cc(-c2c(C#N)c(N)nc3c2CCc2ccccc2-3)ccc1O the results were DNA FID counter -23, MEKK2 mut-MEK5 -1, MEKK3 PB1 HTS 99, MEKK2wt PB1 HTS 101, GalR3 antag -11, UBC9 SUMO inh -10, CRFBP-R2 block -39, CRFBP-R2 agonist -1.7 and HCV NS3 hel inh -5.
For CCOC(=O)c1sc2nc(CN3CCCCC3)nc(Cl)c2c1C the results were DNA FID counter -4, UBC9 SUMO inh 21, CRFBP-R2 block 4, CRFBP-R2 agonist -1.1 and HCV NS3 hel inh 0.
`CN1CCN(C(=O)c2cc(-c3ccccc3)on2)CC1` gave DNA FID counter 2, MEKK2 mut-MEK5 -6, MEKK3 PB1 HTS 93, MEKK2wt PB1 HTS 93, GalR3 antag 1, UBC9 SUMO inh -20, CRFBP-R2 block 10, CRFBP-R2 agonist -0.2 and HCV NS3 hel inh 4.
Cc1ccc(OCC(=O)NCCCNC(=O)COc2ccc(C)cc2)cc1 was read as DNA FID counter -23, MEKK2 mut-MEK5 -1, MEKK3 PB1 HTS 101, MEKK2wt PB1 HTS 97, GalR3 antag 2, UBC9 SUMO inh 8, CRFBP-R2 block 16, CRFBP-R2 agonist 0.1 and HCV NS3 hel inh -4.
`COc1ccc(C)cc1NC(=O)c1sc2ncn(CC(=O)N3CCCCC3)c(=O)c2c1C` gave DNA FID counter -24, MEKK2 mut-MEK5 1, MEKK3 PB1 HTS 99, MEKK2wt PB1 HTS 101, GalR3 antag -9, UBC9 SUMO inh 18, CRFBP-R2 block -8, CRFBP-R2 agonist -0.9 and HCV NS3 hel inh -3.
Screening CC(C)(C)c1cc(CN2CCN(CCC#N)CC2)cc(C(C)(C)C)c1O returned DNA FID counter 7, MEKK2 mut-MEK5 5, MEKK3 PB1 HTS 99, MEKK2wt PB1 HTS 107, GalR3 antag -4, UBC9 SUMO inh 6, CRFBP-R2 block -3, CRFBP-R2 agonist -1.0 and HCV NS3 hel inh 2.
For CCc1nnc(NC(=O)CN2CC(C)OC(C)C2)s1 (centres undefined) the results were DNA FID counter 4, MEKK2 mut-MEK5 4, MEKK3 PB1 HTS 97, MEKK2wt PB1 HTS 101, GalR3 antag -8, UBC9 SUMO inh 7, CRFBP-R2 block 10, CRFBP-R2 agonist -0.3 and HCV NS3 hel inh 2.
For Cc1occc1C(=O)Nc1cccc([N+](=O)[O-])c1C the results were DNA FID counter -3, MEKK2 mut-MEK5 -1, MEKK3 PB1 HTS 103, MEKK2wt PB1 HTS 103, GalR3 antag -4, UBC9 SUMO inh 3, CRFBP-R2 block -1, CRFBP-R2 agonist 0.3 and HCV NS3 hel inh 3.
For CCOc1ccc(N(CC(=O)NCc2ccc3c(c2)OCO3)C(=O)c2csnn2)cc1 the results were DNA FID counter -21, MEKK2 mut-MEK5 -1, MEKK3 PB1 HTS 98, MEKK2wt PB1 HTS 97, GalR3 antag -9, UBC9 SUMO inh -4, CRFBP-R2 block 12, CRFBP-R2 agonist -0.3 and HCV NS3 hel inh -1.
`CC(=O)c1c(N2CCN(C)CC2)nc(=S)n(Cc2ccccc2)c1C` gave DNA FID counter 1, MEKK2 mut-MEK5 0, MEKK3 PB1 HTS 109, MEKK2wt PB1 HTS 111, GalR3 antag -1, UBC9 SUMO inh -3, CRFBP-R2 block -3, CRFBP-R2 agonist -1.3 and HCV NS3 hel inh -8.
Cc1cc(NC(=O)CSc2nnc(-c3ccoc3C)o2)no1 was read as DNA FID counter 1, MEKK2 mut-MEK5 -5, MEKK3 PB1 HTS 103, MEKK2wt PB1 HTS 99, GalR3 antag -5, UBC9 SUMO inh 11, CRFBP-R2 block -2, CRFBP-R2 agonist 0.6 and HCV NS3 hel inh 6.
`COC(=O)C1=C(N)Oc2cc(N(C)C)ccc2C1c1ccccc1OC` (centres undefined) gave DNA FID counter -11, MEKK2 mut-MEK5 2, MEKK3 PB1 HTS 108, MEKK2wt PB1 HTS 102, GalR3 antag -9, UBC9 SUMO inh -2, CRFBP-R2 block 0, CRFBP-R2 agonist 1.6 and HCV NS3 hel inh -3.
`Cc1cc(Cl)n2c(nc3ccccc32)c1C#N` gave DNA FID counter 1, MEKK2 mut-MEK5 -1, MEKK3 PB1 HTS 118, MEKK2wt PB1 HTS 108, GalR3 antag 0, UBC9 SUMO inh 27, CRFBP-R2 block -15, CRFBP-R2 agonist -2.7 and HCV NS3 hel inh -4.
For Cc1ccc(S(=O)(=O)N2CCOC2CNC(=O)C(=O)NCCCN2CCOCC2)cc1 (centres undefined) the results were DNA FID counter -3, MEKK2 mut-MEK5 7, MEKK3 PB1 HTS 97, MEKK2wt PB1 HTS 103, GalR3 antag -1, UBC9 SUMO inh 6, CRFBP-R2 block 1, CRFBP-R2 agonist -1.0 and HCV NS3 hel inh 13.
`Cc1c(N=Cc2c(O)n(C3CCCCC3)c(=O)[nH]c2=O)c(=O)n(-c2ccccc2)n1C` gave DNA FID counter -6, MEKK2 mut-MEK5 -4, MEKK3 PB1 HTS 98, MEKK2wt PB1 HTS 97, GalR3 antag -2, UBC9 SUMO inh 11, CRFBP-R2 block -26, CRFBP-R2 agonist -1.1 and HCV NS3 hel inh 2.
Screening Nc1cc2c(cc1O)CCCC2 returned DNA FID counter 0, MEKK2 mut-MEK5 1, MEKK3 PB1 HTS 102, MEKK2wt PB1 HTS 100, GalR3 antag -3, UBC9 SUMO inh 23, CRFBP-R2 block -47, CRFBP-R2 agonist 2.6 and HCV NS3 hel inh 23.

Screening data from PubChem BioAssay.
